NALP1 yeast inh – inhibitors of NALP1 inflammasome in yeast. S. cerevisiae NALP1/ASC/caspase-1 growth, X-gal OD620, 72 h. inhibition, % at 10 µM. actives 0.61% (n = 280,000). AID 2071; in the data active = inhibition mostly above about 24%, no sharp cut-off; inactive = mostly below about 32%; note: some compounds called inactive have numbers as strong as hits
GalR3 antagonist – antagonists of human GalR3. inhibition, % at 3 µM. O60755. HEK293 GalR3-CNG cAMP membrane potential fluorescence; galR3 body fused to GalR1 C-terminus. actives 0.44% (n = 360,000). AID 651719;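 active = inhibition above the screen-wide average plus 3 SD, cut at about 13% in these data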;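 note: forskolin and galanin both at EC90 stimulate the cells; cAMP rise reported by CNG channel membrane potential dye signal; 0% = forskolin plus galanin with DMSO and 100% = forskolin alone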
Target sequence (O60755 1-299 limits assumed): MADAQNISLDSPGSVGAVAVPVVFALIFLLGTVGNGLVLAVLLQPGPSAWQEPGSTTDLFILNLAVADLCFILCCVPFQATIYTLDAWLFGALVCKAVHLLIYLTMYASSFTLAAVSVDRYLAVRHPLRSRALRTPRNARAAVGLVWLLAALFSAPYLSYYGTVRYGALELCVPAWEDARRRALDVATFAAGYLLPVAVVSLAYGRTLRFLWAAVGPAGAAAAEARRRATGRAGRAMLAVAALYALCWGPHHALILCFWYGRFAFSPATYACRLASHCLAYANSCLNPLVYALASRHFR
GPR7 antagonist – blocks human GPR7 receptor signaling. P48145. GPR7-expressing cells, fluorescence antagonist assay. inhibition, % at 4.4 µM. actives 1.1% (n = 290,000). AID 1861; in the data active = inhibition above about 16%, passing the limit was not always enough;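 note: cells stimulated with the agonist NPW; 0% = agonist with vehicle and 100% = vehicle without agonist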
Target sequence (P48145 whole entry, looked up): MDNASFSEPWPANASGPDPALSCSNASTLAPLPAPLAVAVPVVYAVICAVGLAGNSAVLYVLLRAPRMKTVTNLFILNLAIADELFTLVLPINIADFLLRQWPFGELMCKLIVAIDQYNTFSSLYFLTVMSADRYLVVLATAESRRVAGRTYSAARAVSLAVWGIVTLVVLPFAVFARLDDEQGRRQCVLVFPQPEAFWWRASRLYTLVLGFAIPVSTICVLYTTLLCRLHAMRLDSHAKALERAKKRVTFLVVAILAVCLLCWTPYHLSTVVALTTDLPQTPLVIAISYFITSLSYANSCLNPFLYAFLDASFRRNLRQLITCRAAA
V1aR counter – V1a receptor agonism, counter-screen for OXTR agonists; P37288; actives 0.25% (n = 320,000); CHO-V1R cells, Fluo-8 calcium fluorescence, agonist mode; 0% DMSO, 100% 3 nM vasopressin; activation, % at 3 µM;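 active = activation above the mean activation of all tested compounds plus 3 SD, per screening run, cut at about 20% in these data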;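 note: signal is peak over basal fluorescence ratio across a 100 second FLIPR read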
Target sequence (P37288 whole entry, looked up): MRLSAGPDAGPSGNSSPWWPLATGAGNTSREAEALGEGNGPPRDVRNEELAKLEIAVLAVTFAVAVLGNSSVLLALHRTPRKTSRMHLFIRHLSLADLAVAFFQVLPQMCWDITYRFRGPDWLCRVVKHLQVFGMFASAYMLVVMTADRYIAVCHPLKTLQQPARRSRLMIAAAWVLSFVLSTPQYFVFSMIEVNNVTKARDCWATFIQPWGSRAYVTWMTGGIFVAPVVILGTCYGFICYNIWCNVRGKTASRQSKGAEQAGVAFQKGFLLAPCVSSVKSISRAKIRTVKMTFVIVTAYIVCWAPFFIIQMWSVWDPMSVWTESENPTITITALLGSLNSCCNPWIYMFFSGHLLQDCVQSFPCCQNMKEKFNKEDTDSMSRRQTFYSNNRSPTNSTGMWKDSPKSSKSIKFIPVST
M18AAP inhibitor – blocks P. falciparum M18 aspartyl aminopeptidase; recombinant PfM18AAP, H-Glu-NHMec fluorogenic cleavage; inhibition, % at 7.35 µM; actives 1.2% (n = 290,000); AID 1822;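 active = inhibition above the campaign mean inhibition over all tested compounds plus 3 SD, cut at about 28% in these data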;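 note: 0% = plate median of test compound wells and 100% = 2 mM ZnCl2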
MEKK2 WT-MEK5 – raises or lowers MEK5 binding to wildtype human MEKK2 PB1 domain | AID 1531 | Q9Y2U5 | actives 1.1% (n = 290,000) | binding response (% of control), % at 10 µM | bead flow cytometry, Alexa488-MEK5 binding to MEKK2 WT; actives lie on both sides; in the data active = binding response below about 67% or above about 130%
OXTR agonist – agonists of human oxytocin receptor; AID 2435; CHO-OTR cells, Fluo-8 calcium fluorescence; normalized: DMSO 0%, oxytocin 100%; activation, % at 3 µM; actives 0.32% (n = 320,000);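 active = activation above the mean of all tested compounds plus 3 SD, cutoff set per screening run, cut at about 20% in these data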;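 note: peak over basal fluorescence ratio from a 100 s FLIPR kinetic read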
MEKK2mut PB1 HTS – signal of MEK5 binding to mutant human MEKK2 PB1 domain; bead flow cytometry, Alexa488-MEK5 binding to MEKK2 mutant; percent response, % at 10 µM; actives 0.35% (n = 290,000); in the data active = percent response above about 24%, passing the limit was not always enough; note: inactives centre near 1; some results filed as inactive read as strong as hits
OXTR potentiate – potentiates the human oxytocin receptor response; AID 2445; actives 0.061% (n = 320,000); P30559; activation, % at 3 µM; CHO-OTR cells, Fluo-8 calcium fluorescence, potentiator mode; 0% = oxytocin EC15, 100% = EC100;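 active = activation above that plate's cutoff, the mean activation of tested compounds plus 3 SD, cut at about 6.6% in these data, passing the limit was not always enough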;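 note: 100% uses oxytocin at 75 nM as the full agonist control; some results filed as inactive read as strong as hits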
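System: human OTR in CHO cells / Also added: sub-maximal oxytocin, roughly EC15 / Control set: EC15 oxytocin low, 75 nM oxytocin high / Schedule: 6 min compound pre-incubation at room temperature, 100 s kinetic read / Compound: single-point 3.0 µM / Replication: singlicate / Technique: Fluo-8 calcium dye fluorescence / Read-out basis: % activation of max/min ratio relative to oxytocin controls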
Starred values were filed as active, the others as inactive; / = not tested or not shown.

SMILES	NALP1 yeast inh	GalR3 antagonist	GPR7 antagonist	V1aR counter	M18AAP inhibitor	MEKK2 WT-MEK5	OXTR agonist	MEKK2mut PB1 HTS	OXTR potentiate
CCN(CC)CCn1c2c(c(SCC(=O)Nc3ccccc3Cl)nc1=O)CCC2	/	-6	/	-0.1	/	/	-1.5	/	-5
C/C(=N\NC(=O)c1ccncc1)c1cccc(NC(=O)c2ccc(C(C)(C)C)cc2)c1	20	0	-6	2.6	-1	100	0.0	2	-5
CSc1cccc(NC(=O)OC2CCCCCCCCCCC2)c1	-5	-6	-21	-0.1	-4	99	-0.6	4	-8
CCN(CC(=O)Nc1c(F)cccc1F)C(=O)CSc1ccccc1	/	-3	/	-1.0	/	/	-0.2	/	-11
COc1cc(CCCN2CCNC[C@@H]2Cc2ccccc2)cc(OC)c1OC	/	-2	/	-0.8	/	/	0.8	/	5
Cc1cccc(C)c1NC(=O)c1ccc(-c2ccc(Cl)cc2Cl)o1	33	-3	-1	0.3	-17	96	-1.6	1	-16
CCNC(=S)N(CCc1c(C)[nH]c2ccc(C)cc12)Cc1cccs1	13	-1	6	0.1	-1	102	-0.3	-7	-8
COC(=O)c1ccc(C23CC4(C2)[C@H](CN(Cc2ccc(-c5ccccc5)cc2)[C@@H]4c2ccccc2)C3c2ccccc2)cc1 (stereo partly drawn)	/	-5	/	-0.1	/	101	-0.6	3	-5
Cc1csc2c(=O)n3c(nc12)CCCCC3	6	-5	4	-0.8	2	109	-1.1	13	-3
ON1C(c2ccc(Cl)cc2Cl)N(O)[C@H]2CCCC[C@H]21 (stereo partly drawn)	9	-2	-12	-0.3	-4	107	-0.6	3	4
CCc1nc(SCC(=O)Nc2ccc(N(C)C)cc2)n[nH]1	/	-2	/	-0.5	/	/	0.1	/	-5
Oc1ccccc1-c1nnc(COc2ccccc2)o1	-2	4	5	-0.3	11	101	-1.2	3	1
COc1ccc2nc(CCN(C)C(=O)C3CCC(=O)N(Cc4cccc(F)c4)C3)[nH]c2c1 (stereo not drawn)	10	-7	4	0.1	0	102	-0.9	0	-4
Cc1cc(Cn2nc(C(=O)NCc3cccc(Br)c3)cc2-c2ccccc2)on1	/	-7	/	3.0	/	/	-1.2	/	-6
Cc1cccc(NC(=S)N2CCN(c3ccccc3)CC2)c1	6	-1	-1	5.8	-5	99	5.6	-2	-16
O=C(NC1CCCC1)C(c1ccncc1)N(C(=O)c1csnn1)c1cccc(Cl)c1 (stereo not drawn)	26	-2	1	-0.8	0	93	-0.9	-3	-6
CCCCC(=O)Nc1ccc(C(=O)NNC(=S)NC(=O)c2cccs2)cc1	0	-10	0	-0.3	5	127	-3.1	-7	-1
COc1ccc(/C=N/Nc2ccc(C(F)(F)F)cc2[N+](=O)[O-])cc1	6	-1	-7	0.6	-3	99	-0.1	-1	0
Cc1oc2cc(O)ccc2c(=O)c1-c1nncn1-c1ccccc1	7	-4	-10	1.1	3	97	0.9	-3	-19
COc1ccc(Cl)cc1NC(=O)NCc1ccc2c(c1)OCO2	17	2	1	-0.8	0	102	-0.6	4	-4
COc1ccccc1NS(=O)(=O)c1cc(NC(=O)C(C)NC(N)=O)ccc1N1CCCC1 (stereo not drawn)	/	-9	/	0.7	/	/	0.2	/	-10
COc1ccccc1CNC(=O)[C@H](C)NC(=O)C1CCN(C(=O)[C@@H](N)Cc2ccccc2)CC1	-73	3	9	0.6	-2	105	-0.2	4	3
C/C(=N\NC(=O)c1sccc1C)c1ccncc1	14	-1	-13	0.2	-7	101	-1.2	6	-7
O=C(c1ccc(F)cc1F)C1CCN(c2ccc([N+](=O)[O-])cn2)CC1	17	-9	7	4.0	-12	95	-0.6	-21	-14
O=C1c2ccccc2C(Nc2ccc(F)c(Cl)c2)N1Cc1ccco1 (stereo not drawn)	26	/	-4	2.4	4	116	-2.7	12	-5
CCN(CC)S(=O)(=O)c1cc(C(=O)Oc2cccc(-c3cnc4ccccc4n3)c2)ccc1Br	1	-3	-11	-0.1	2	97	0.9	1	-2
Cc1c(NC(=O)COC(=O)Cc2ccc(Cl)cc2)c(=O)n(-c2ccccc2)n1C	-8	-3	-1	-0.7	-4	/	-1.4	/	-6
NNc1nc2c(F)cc(F)cc2s1	20	0	-9	1.6	11	98	1.2	-2	-5
O=C(CNC(=O)Cc1ccccc1)NCC(=O)OCC(=O)c1ccccc1Cl	16	-8	3	-0.7	4	104	-0.9	4	-5
COc1ccc(NC(=O)CSc2c(C)n[nH]c2C)cc1	-124	-5	1	0.7	-4	103	0.1	12	-2
COc1ccc(C(=O)n2nc(-c3ccccc3)nc2SC)cc1	-4	1	-6	/	1	/	/	/	/
O=C(COC(=O)CNC(=O)c1ccco1)NCCN1C(=O)CSC1=O	4	-4	1	0.3	-8	98	1.2	-4	-7
COc1cccc(NC(=O)COC(=O)c2ccccc2SCC(=O)N2CCCC2)c1	/	-5	/	1.5	/	/	0.3	/	-3
O=C(O)CC(c1ccc(Cl)cc1)n1cccc1 (stereo not drawn)	10	-3	-15	0.1	6	98	-0.3	-5	-7
CCCCOC(=O)Nc1cc(C(=O)OC)ccc1C(=O)OC	28	/	-7	0.8	4	87	-0.2	-10	0
COc1ccc(-n2nc3c(c2NC(=O)COc2ccccc2)CS(=O)(=O)C3)cc1	15	1	9	2.1	-4	102	1.4	1	0
CC1CCCC(NC(=O)c2ccc(CNc3c(N4CCCC4)c(=O)c3=O)cc2)C1C (stereo not drawn)	25	1	-6	-0.2	2	93	-0.1	-6	-6
COc1ccc(C2C(C(C)=O)=C(O)C(=O)N2c2nccs2)cc1OC (stereo not drawn)	13	-12	9	0.3	6	112	0.9	15	-2
Cc1c(F)cccc1NC(=O)CSCC(=O)Nc1ccccc1	2	-1	-5	-0.8	5	90	-0.6	-7	-5
COC(=O)C1=CN(Cc2cccs2)C=C(C(=O)OC)C1c1cccc(O)c1	0	-7	6	0.2	1	90	-0.5	-6	-3
COc1cc(NC(=S)NCc2cccnc2)c(OC)cc1Cl	-1	-2	-14	0.0	2	101	0.0	0	-8
Cc1nc2nc(N)nc(OCc3ccccc3)c2nc1C	/	5	/	-0.1	/	/	-0.2	/	7
Cc1ccc(-n2c(C)cc(-c3csc(N)n3)c2C)cc1	42	-2	0	-0.4	18	103	0.3	1	-10
Cc1ccc(OCc2nnc(SC3CCc4ccccc4C3=O)n2C)cc1 (stereo not drawn)	22	-7	-8	1.7	9	101	0.0	0	-7
C[C@H]1CN([C@@H](C)CO)C(=O)c2cccc(NC(=O)C3CC3)c2O[C@H]1CN(C)Cc1ccncc1	/	-1	/	-0.5	/	/	0.0	/	-6
Cc1ccccc1NC(=O)C1CC(=O)N(Cc2ccccc2)C1 (stereo not drawn)	17	-4	-20	-0.3	-4	93	-0.6	-4	-5
O=C(NCCS(=O)(=O)N1CCN(c2cccc(Cl)c2)CC1)c1cc(=O)c2ccccc2o1	14	-3	0	8.7	0	101	0.3	4	-12
CCCOc1ccc(C2C(C(=O)OC)=C(C)N=C3SCCC(=O)N32)cc1OCC (stereo not drawn)	3	-3	-10	0.0	-8	/	-1.6	/	4
Cc1ccccc1/C=N\NC(=O)c1csnn1	0	0	-12	1.1	11	101	-0.1	1	-5
O=C(c1ccc(CS(=O)c2ccccc2Cl)o1)N1CCOCC1 (stereo not drawn)	-24	2	0	0.5	-3	99	1.0	4	1
COc1ccccc1N(C)S(=O)(=O)c1ccc(C(=O)Nc2ccc3nc(C)sc3c2)cc1	18	-7	-7	3.9	6	101	3.3	-2	-11
O=C(COc1ccccc1Br)NC1CCCC1	31	-5	-9	-0.1	-13	104	-2.0	0	-4
Cc1ccc(C(=O)N/N=C/c2cn(Cc3ccccc3)c3ccccc23)cn1	14	-4	9	4.1	0	71	1.8	-27	-7
CCN(CC)C(=O)c1cc(-c2ccc(Br)cc2)on1	3	-6	-11	-1.4	2	109	-1.4	6	-10
Cc1ccc(NC(=O)CCc2nc3ccccc3s2)c(O)c1	8	-4	1	2.1	-2	76	-0.2	-14	0
COc1cccc(C(=O)Oc2ccc3ccc(=O)oc3c2)c1	3	-10	14	0.3	-8	97	0.3	1	0
CCCn1c(COc2ccccc2OC)nc2ccccc21	33	-4	1	-1.7	-9	98	-1.2	2	2
Nc1ccc2c(c1Cl)C(=O)c1ccc(N)c(Cl)c1C2=O	8	-5	0	/	3	90	/	-8	/
Cc1ccc(S(=O)(=O)N[C@@H](C)C(=O)N2CCC(C(=O)N[C@@H](Cc3ccccc3)C(=O)O)CC2)cc1	18	-2	-7	0.4	-3	100	0.5	-4	3
Cc1ccc(Sc2nc(-c3ccccc3)ccc2C#N)cc1	6	-7	1	0.2	-11	99	-0.8	0	-17
(continued)
SMILES	NALP1 yeast inh	GalR3 antagonist	GPR7 antagonist	V1aR counter	M18AAP inhibitor	MEKK2 WT-MEK5	OXTR agonist	MEKK2mut PB1 HTS	OXTR potentiate
O=C(Cc1cnn(-c2ccccc2)c1)c1ccc(O)c(O)c1O	-2	0	-2	2.0	38*	97	3.3	-4	-10
C[N+]1(CCCCCCC(=O)/C=N/O)CCCCCC1	-22	-2	-4	1.1	13	103	0.3	0	-16
Cc1cc2cc(CN(Cc3ccc4c(c3)OCO4)C(=O)c3ccco3)c(=O)[nH]c2cc1C	-8	/	-10	4.1	7	84	0.4	-10	-18
COc1ccc(S(=O)(=O)NC(C)C(=O)NCc2cccnc2)cc1Cl (stereo not drawn)	11	-6	-7	-0.3	-5	98	0.6	-1	-9
CC(=O)Nc1ccccc1C(=O)C(=O)NCCc1ccccc1	0	-3	-1	0.7	-10	82	0.0	-14	-10
CCCSc1nc2cc(C)c(C)cc2n1CC(O)CO (stereo not drawn)	8	-5	-17	-0.5	-1	107	-0.5	0	-8
Cc1ccc(-c2csc(NC(=O)c3ccc(S(=O)(=O)N4CCc5ccccc54)cc3)n2)cc1	20	-2	-10	1.1	12	73	-0.1	-9	-4
C[C@H](CO)N1C[C@H](C)[C@@H](CN(C)Cc2ccccc2)Oc2c(NS(=O)(=O)c3cn(C)cn3)cccc2C1=O	/	-3	/	1.7	/	/	0.2	/	-3
Cc1ccc2c(c1)OC(c1ccc3c(c1)OCCO3)CC2=O (stereo not drawn)	21	-7	7	0.1	1	104	-0.8	3	-7
Cc1c(C(=O)Nc2ccccc2)sc2nc(-c3ccccc3)cn12	/	-3	5	9.4	1	100	8.6	-5	-19
N#Cc1cc(-c2ccccc2)oc1NC(=O)c1ccco1	3	29*	0	-0.4	1	102	-2.0	3	-7
CN(C)c1ccc(CN(CC2CCCO2)C(=O)c2cccs2)cc1 (stereo not drawn)	18	-4	-7	1.0	9	113	-3.0	5	-6
COC(=O)c1sccc1S(=O)(=O)Nc1ccc(Cl)cc1	-8	-1	-5	-0.2	0	102	-2.5	0	-2

Single values from above:
Cc1c(C(=O)Nc2ccccc2)sc2nc(-c3ccccc3)cn12 in GPR7 antagonist is listed with 5
C[N+]1(CCCCCCC(=O)/C=N/O)CCCCCC1 in OXTR agonist is listed with 0.3
COc1ccc(S(=O)(=O)NC(C)C(=O)NCc2cccnc2)cc1Cl (stereo not drawn) in MEKK2 WT-MEK5 is listed with 98
